High-throughput results: PubChem, National Center for Advancing Translational Sciences (NCATS)
POLH inh – DNA polymerase eta (human) inhibition. recombinant Pol eta, fluorescent DNA replication assay. Potency, µM (highest dose often 114 µM), for the others: at the highest dose activity change, negative = inhibition, usual class: inhibitors. actives 1.2% (n = 390,000). AID 588591; further: potency means the concentration at half of the fitted maximal effect; on the % scale 0 is the no-effect control and ±100 the full control effect
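Pol eta (10 nM) was preincubated with compounds for 15 min at room temperature, after which fluorescent replication substrate (50 nM final) was added to start the reaction. Fluorescence was read kinetically at 0 and 10 min.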
LDHA block – inhibitors of human lactate dehydrogenase A. P00338. purified LDHA, NADH/diaphorase-resazurin fluorescence; stronger effect = lower value. activity change, % (values are at about 110 or 230 µM). actives 0.15% (n = 480,000). AID 1347041; in the data active means activity change below about -30%; inconclusive means mostly about -25% to -30%;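 further: plate controls were DMSO wells for no effect and wells without enzyme for full effect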
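Human LDH5 (2 nM) was incubated with 0.06 mM NADH and 0.2 mM pyruvate for 5 min at room temperature in Tris pH 7.4. Remaining NADH was coupled through diaphorase/resazurin, and resorufin fluorescence was read at 0 and 20 min.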
BLM helicase inh – blocks DNA unwinding by human BLM helicase. AID 2528. Potency, µM (series often up to 56.1 µM), for the others: at the top dose activity change, negative = inhibition, usual class: inhibitors. recombinant BLM DNA unwinding, fluorescence dequenching. actives 0.2% (n = 350,000);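 further: potency means the concentration at half of the fitted maximal effect; plate controls were vehicle for no effect and no enzyme for full effect; nearly all actives have a fitted effect of over 35% in size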
POLB inh – blocks human DNA polymerase beta activity. P06746. actives 1.3% (n = 340,000). AID 485314. Potency, µM (titrated, usually from 114 µM), without a hit: at the highest dose activity change, negative = inhibition, usual class: inhibitors. Pol beta primer extension/strand displacement, fluorescence kinetic; further: potency means the concentration at half of the fitted maximal effect; on the % scale 0 is the no-effect control and ±100 the full control effect
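10 nM enzyme + cpd, 15 min RT; start with substrate 50 nM final; read 0 min and after 10 min RT. Corrected, normalized data; 4-parameter Hill curve fit.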
POLK inh – inhibitors of human DNA polymerase kappa; Potency, µM (top dose mostly 107 µM), inactives show top-dose activity, negative = inhibition, most hits filed as inhibitors; actives 0.53% (n = 400,000); Q9UBT6; purified Pol kappa, fluorescent DNA synthesis assay, 10 min; AID 588579; further: potency means the concentration at half of the fitted maximal effect; on the % scale 0 is the no-effect control and ±100 the full control effect
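Fluorescent qHTS in 1536-well format: enzyme (10 nM) and compound sat 15 min at room temperature before 50 nM substrate (final) was added. Signal taken at 0 and 10 min; no-enzyme buffer wells were negative controls.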
Pol iota inh – blocks human DNA polymerase iota activity. Q9UNA4. Pol iota fluorescent replication assay, 10 min. Potency, µM (series often up to 115 µM), without a hit: at the highest dose activity, negative = inhibition, most hits filed as inhibitors. actives 1% (n = 390,000); further: potency means the concentration at half of the fitted maximal effect
Target sequence (Q9UNA4 whole entry, looked up): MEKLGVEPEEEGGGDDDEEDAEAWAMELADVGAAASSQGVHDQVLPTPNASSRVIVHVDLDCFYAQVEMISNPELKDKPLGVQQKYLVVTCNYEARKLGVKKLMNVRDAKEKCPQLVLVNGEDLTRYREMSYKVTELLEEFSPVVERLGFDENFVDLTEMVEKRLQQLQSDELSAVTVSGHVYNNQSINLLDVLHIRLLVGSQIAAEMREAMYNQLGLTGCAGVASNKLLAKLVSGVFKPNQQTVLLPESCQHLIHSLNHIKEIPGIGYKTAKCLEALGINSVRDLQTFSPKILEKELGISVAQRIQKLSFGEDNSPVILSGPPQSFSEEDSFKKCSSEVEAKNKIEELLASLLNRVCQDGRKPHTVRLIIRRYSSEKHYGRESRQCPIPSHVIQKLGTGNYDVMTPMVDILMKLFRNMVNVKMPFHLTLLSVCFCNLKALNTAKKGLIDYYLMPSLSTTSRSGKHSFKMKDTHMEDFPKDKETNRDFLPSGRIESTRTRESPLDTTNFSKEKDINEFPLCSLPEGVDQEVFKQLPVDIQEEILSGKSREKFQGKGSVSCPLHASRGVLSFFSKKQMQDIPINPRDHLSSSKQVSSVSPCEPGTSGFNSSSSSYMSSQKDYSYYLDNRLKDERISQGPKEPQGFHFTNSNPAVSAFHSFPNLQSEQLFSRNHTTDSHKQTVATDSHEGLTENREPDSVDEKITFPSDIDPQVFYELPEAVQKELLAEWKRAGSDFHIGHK
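Pol iota at 10 nM preincubated 15 min with compounds at room temperature; reaction started with fluorescent substrate, 50 nM final. Fluorescence read kinetically at 0 and 10 min; buffer-only wells as negative control.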
GRP78 ERSR act – inducers of ER stress response in human glioma cells; U87-MG GRP78 promoter luciferase reporter, 16 h; Potency, µM, for the others: at the highest dose activation, most hits filed as activators; actives 0.02% (n = 420,000); further: potency means the concentration at half of the fitted maximal effect; series mostly up to about 76 µM; % of control where 0% means no effect; nearly all actives have a fitted effect of over 35% in size
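ERSR induction read as luciferase luminescence (Bright-Glo, 10 min at room temperature) in stably transfected human U87-MG glioma cells exposed to compounds for 16 h, using GRP78 as sensor.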
Apoferritin bind – candidate novel general anesthetic via apoferritin binding; apoferritin/1-aminoanthracene competitive binding, fluorescence; Potency, µM (highest dose often 77.5 µM), without a hit: top-dose activity change, negative = displacement, usual class: inhibitors; actives 0.074% (n = 350,000); AID 485281; further: potency means the concentration at half of the fitted maximal effect; on the % scale 0 is the no-effect control and ±100 the full control effect; nearly all actives have a fitted effect of over 20% in size
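Steps: apoferritin (10 uM) was premixed with half-saturated 1-AMA in PBS, compounds were pin-transferred, plates stood 10 min at room temperature, fluorescence was read at 380/535 nm, and curves were fitted with a Hill equation.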
APEX1 inh – inhibitors of human APE1 endonuclease; P27695; recombinant APE1, TAMRA/BHQ-2 abasic DNA cleavage fluorescence; Potency, µM (highest dose often 65.8 µM), for inactives: at the top dose activity change, negative = inhibition, hits mostly inhibitors; actives 0.35% (n = 350,000); AID 2517;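 further: potency means the concentration at half of the fitted maximal effect; plate controls were vehicle for no effect and reference inhibitor for full effect; nearly all actives have a fitted effect of over 55% in size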
Target sequence (P27695 whole entry, looked up): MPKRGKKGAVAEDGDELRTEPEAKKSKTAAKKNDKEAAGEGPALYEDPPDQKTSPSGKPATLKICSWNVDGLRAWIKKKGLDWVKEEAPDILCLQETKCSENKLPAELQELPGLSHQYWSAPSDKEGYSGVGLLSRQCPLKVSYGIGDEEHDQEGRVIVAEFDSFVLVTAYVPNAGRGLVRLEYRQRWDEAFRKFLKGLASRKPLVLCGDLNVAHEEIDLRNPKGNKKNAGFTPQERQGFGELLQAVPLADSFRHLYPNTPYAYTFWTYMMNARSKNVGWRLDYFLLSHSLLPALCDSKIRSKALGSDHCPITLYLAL
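Activity was derived from the fluorescence gain between first and third kinetic reads (60 s intervals, ex 525/em 598 nm) after 50 nM THF-abasic TAMRA/BHQ-2 duplex was added to 0.75 nM APE1 preincubated 15 min with compound.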
An asterisk follows results filed as active; ? = inconclusive; . = no result given; & = joins results of further samples; [ ] = dose if it differs, or a comment. Unless noted, the call rests on the fitted dose curve; in most records, active means well fitted curve in the direction sought with a large enough effect; inconclusive means small, poorly fitted or top-dose-only effect, or another doubt; inactive means no such curve, though single readings can be large; an effect the other way counts as inactive or inconclusive.

smiles,POLK inh,GRP78 ERSR act,LDHA block,Pol iota inh,Apoferritin bind,BLM helicase inh,POLH inh,POLB inh,APEX1 inh
Cc1cc(-c2nnc(CCC(=O)N(C)Cc3cccc4ccccc34)o2)no1,13%,11%,4,-3%,-14%,0%,-12%,7%,-1%
O=C(CNC(=O)c1ccccc1F)N/N=C/c1cc(Br)ccc1OC(=O)/C=C/c1ccco1,?,1%,-4,?,-13%,3%,-6%,?,-4%
CCOc1ccc(NC(=O)CSC2=Nc3ccccc3C3=NC(CC(=O)NCc4ccco4)C(=O)N23)cc1 (configuration not stated),-1%[60.1 µM],0%,1,54%[activator],-12%,0%,-16%,-24%,.
Cc1ccc(NC(=O)CN2CCN(C(=O)c3ccco3)CC2)cc1,4%,-1%,-9,25%,2%,-5%,-7%,-4%,58%[activator]
CCOc1ccc(Nc2nc(-c3cccc(Cl)c3)c3c(n2)-c2ccccc2OC3)cc1,?,-1%,-2,-9%,3%,?,-8%,?,.
CC(/C=N/NC(=O)c1ccncc1)=C\c1ccccc1,-23%,8%,-5,-4%,-14%,1%,0%,5%,15%
CCc1nnc(N/N=C/c2ccccc2Cl)n1N,-21%,1%,41,?,-12%,-6%,4%,14%,-4%
O=C(COC(=O)[C@H](Cc1ccccc1)NC(=O)c1cccs1)Nc1ccccc1C(F)(F)F,-13%,-1%,5,10%,-21%,-4%,-16%,-15%,-3%
CCOC(=O)c1cnc2c(c(C3CC3)nn2C)c1N1CCOCC1,-1%,-4%,0,-11%[58.9 µM],-1%,-8%,-21%,-15%,-4%
CN(N=O)C(=O)N[C@H]1C(O)C(O)C(CO)O[C@@H]1O (some centres not stated),-1%[60.1 µM],-3%,.,.,1%,-2%,.,.,-3%
CCCNC(=O)COc1coc(CN2CCN(c3ccccc3)CC2)cc1=O,-13%,1%,-9,15%,-9%,-1%,-13%,-2%,47%[activator]
Cc1nc2nc(CC(=O)O)[nH]n2c(=O)c1[N+](=O)[O-],6%,-1%,-2,-1%,-10%,0%,11%,34%,4%

Further entries.
smiles,POLK inh,GRP78 ERSR act,LDHA block,Pol iota inh,Apoferritin bind,BLM helicase inh,POLH inh,POLB inh,APEX1 inh
Cc1ccc(N2C(=O)Nc3ccccc3C2(O)C(=O)NCCCOC(C)C)cc1C (configuration not stated),-1%,0%,1,-9%,-7%,1%,-11%,61%,1%
COP(=O)(OC)c1nc(-c2ccccc2)oc1N1CCOCC1,-9%,-4%,1&-4,179%[activator],-8%,-1%,-10%,1%,2%
CCOC(=O)C(=O)N(Nc1ccc(C)cc1)c1ccc(C)cc1,-15%,5%,-2,3%,?,-11%,-17%,?,-4%
O=C(CN1C(=O)c2cccnc2Oc2ccc(Cl)cc21)NCCCN1CCCCC1,-17%,-3%,-20,33%[activator],-2%,5%,-11%,30%,.
CC(C)[C@H]1c2ccc(F)cc2CC[C@@]1(CCN(C)CCCc1nc2ccccc2[nH]1)OC(=O)C1CC1,?,-12%&-11%,3,19%,-15%,-3%,.,.,-6%
CC1=C(C(=O)OCC2CCCO2)C(c2ccsc2)C2=C(CCCC2=O)N1 (configuration not stated),-7%,-3%,0,39%[activator],8%,-1%,6%,3%,0%
CCc1nc(Cl)c(C#N)c2c1CCCC2,6%,-4%,-4,32%[activator],-13%,4%,-7%,26%,0%
O=C(O)c1ccc(Cl)c(S(=O)(=O)Nc2ccc3cn[nH]c3c2)c1,?,-1%,4,?,-6%,8%,18µM*,22µM*,7%
CN(C)S(=O)(=O)c1cccc(-c2nn(-c3ccccc3)cc2/C=C2\SC(=S)NC2=O)c1,?,0%,-12,?,2%,-28%,14µM*,20µM*,-5%
CCOc1cc2[nH]c(=S)n(Cc3ccc(C(=O)NCCN(CC)CC)cc3)c(=O)c2cc1OCC,1%,-2%,6,23%,-13%,-1%,-27%,3%,52%[activator]
Cc1cc(C)c2c(CC(=O)Nc3nccs3)coc2c1,-12%,-3%,-1,13%,2%,-5%,-5%,2%,6%
Nc1cc(N)nc(SCCOc2ccccc2F)n1,2%,3%,-4,11%,-6%,-8%,-11%,5%,20%

Going on with the list:
smiles,POLK inh,GRP78 ERSR act,LDHA block,Pol iota inh,Apoferritin bind,BLM helicase inh,POLH inh,POLB inh,APEX1 inh
Cc1ccc(S(=O)(=O)NC2CCCC2)cc1C(N)=O,23%,-3%,0,-6%,-7%,-2%,-8%,1%,34%
CC1CN(c2ccc(Cl)cc2[N+](=O)[O-])CCN1S(C)(=O)=O (configuration not stated),-14%,-4%,-2,79%[activator],-24%,-3%,7%,-21%,14%
O=C(CNc1ccc(Cl)c(C(F)(F)F)c1)N1CCN(S(=O)(=O)c2ccccc2)CC1,-23%,-5%,-8,5%,.,.,-19%,.,.
O=C(CN(C(=O)c1csnn1)c1cccc2c1CCCC2)NCc1ccc(F)cc1,-7%,-3%,0,77%[activator],-9%,-6%,-22%,-12%,19%
Cc1ccc2c(c1)C(c1ccccc1)N(C(=O)c1ccc(S(=O)(=O)N3CCCC3)cc1)CC(=O)N2 (configuration not stated),-9%,-3%,-4,-13%,-7%,-4%,-16%,14%,.
Cc1cc(C)cc(NC(=O)Cc2ccc(-n3cccc3)cc2)c1,-5%,-6%,-1,-16%,-1%,2%,?,-1%,2%
Cc1oc(-c2cccs2)nc1CN1CCC(CO)(CCOc2ccccc2)CC1,-4%,-8%,-6,28%,-12%,2%,0%,1%,1%
O=C(CN1C(=O)COc2ccc(S(=O)(=O)N3CCCCCC3)cc21)NCc1ccc(Cl)cc1,-5%[60.1 µM],-2%,5,7%,39%[activator],-6%,-24%,0%,.
C=CCN1C(=O)CSC1=Nc1ccc(NC(C)=O)cc1,-7%,-5%,-2,-19%,-10%,3%,-9%,-13%,-6%
CC(C)(C)[C@@H]1C=C(C(=O)NC2CC2)O[C@H](OCc2ccc(CO)cc2)C1,14%,-4%,-3,37%[activator],-4%,-4%,-20%,-6%,1%
OC(CCc1ccncc1)c1ccccc1 (configuration not stated),-3%,-2%,0,?,.,.,-4%,.,0%
CN(C)S(=O)(=O)c1ccc(S(=O)(=O)N2CCCC(C(=O)NC3CCCC3)C2)cc1 (configuration not stated),7%,-4%,-4,52%[activator],-3%,-1%,-16%,-12%,40%[12.4 µM]

Next part
smiles,POLK inh,GRP78 ERSR act,LDHA block,Pol iota inh,Apoferritin bind,BLM helicase inh,POLH inh,POLB inh,APEX1 inh
O=c1c2ccccc2c(/C=N/NS(=O)(=O)c2ccccc2)c(O)n1-c1ccccn1,-23%,-2%,-2,?,43%[activator],-3%,6%,33%,-10%
Cc1ccnc(NS(=O)(=O)c2ccc(NC(=O)c3ccc(S(=O)(=O)N4CC(C)OC(C)C4)cc3)cc2)n1 (configuration not stated),-10%,-4%,-3,6%,-7%,2%,-7%,-3%,14%
CCSC1=N/C(=C\c2ccc(C(=O)O)cc2)C(=O)S1,-7%,-1%,-6,28%,-8%,3%,-9%,1%,1%
OC(CN1C2=NCCN2c2ccccc21)c1ccc2c(c1)OCO2 (configuration not stated),-12%,-10%,-2,-8%,-3%,4%,-2%,25%,3%
COc1ccc(N2CCN(C(=O)c3ccc4c(c3)N(Cc3cccc(Cl)c3)C(=O)c3ccccc3S4(=O)=O)CC2)cc1,-14%[60.1 µM],-3%,3,-15%,-21%,-2%,13%,-3%,.
CN(C(=O)Nc1ccccc1)C1CCCCC1,1%,-1%,3,3%[58.9 µM],-3%,0%,-9%,-17%,-5%
CCO[C@@H]1OC(C(=O)Nc2ccccc2)=C[C@H](c2csc3ccccc23)[C@H]1CCCO,-20%,-1%,-1,19%,5%,-17%,-16%,7%,-6%
Cc1ccc(C(=O)Nc2ccc3c(c2)OCCO3)o1,-13%,-4%,-13,-5%,-4%,-1%,-10%,0%,2%
CCCCNc1cc(C)oc(=O)c1C(C)=O,-2%,-5%,-4,5%,4%,-3%,-15%,4%,17%
S=c1nc(-c2cc(Cl)ccc2Cl)[nH][nH]1,-9%,-1%,-8,?,-5%,4%,1%,3%,14%
Cc1ccc(S(=O)(=O)N(C)CC(=O)Nc2cccc(C)n2)cc1,5%,-2%,-9,11%,-5%,-1%,-1%,4%,-4%
CC(=O)Nc1ccc(NC(=O)C(C)OC(=O)C23CC4CC(CC(Cl)(C4)C2)C3)cc1 (configuration not stated),-10%,-5%,-4,34%[activator],.,.,-8%,.,19%

(continued)
smiles,POLK inh,GRP78 ERSR act,LDHA block,Pol iota inh,Apoferritin bind,BLM helicase inh,POLH inh,POLB inh,APEX1 inh
O=C(Nc1cc(C(F)(F)F)ccc1N1CCOCC1)c1ccc(Br)o1,-8%,-4%,4,18%,-18%,3%,-5%,5%,4%
CC(C)(C)S(=O)(=O)N1C[C@H]2C(=CC[C@@H]3C(=O)N(c4ccccc4)C(=O)[C@@H]32)[C@H]1CCO,1%,1%,-4,-4%,.,.,-9%,.,.
COc1cccc(C2OC(=O)c3ccccc3N2C(C)=O)c1OC(C)=O (configuration not stated),-15%,-6%,3,2%,6%,-2%,-1%,-19%,-4%
O=C(NCC1CCN(S(=O)(=O)c2ccccc2)CC1)Nc1ccc(F)cc1,10%,0%,-6,23%,2%,-9%,-11%,-3%,0%
Cc1cc(C)n(CCN(C)Cc2nc(Cc3ccccc3F)no2)n1,-12%,-4%,-4,90%[activator],-7%,5%,-20%,9%,4%
O=C(O)CCc1ccc(-c2ccccc2)n1CC(=O)O,-18%,-4%,-3,?,3%,-8%,1%,-13%,6%
Cc1cc(C)c(NC(=O)Cn2nnc(S(=O)(=O)c3ccc(C)c(C)c3)c2N)c(C)c1,?,-8%,?,79µM*,-5%,-18%,-29%,10µM*,.
Cc1cccc(N2CCN(C(=O)/C=C/c3ccco3)CC2)c1C,-5%,2%,-1,-6%,5%,-4%,?,-1%,-3%
Nc1ccccc1O,-3%,2%,2,?,.,.,-4%,.,30%&-1%
O=C(NCc1ccc2[nH]c3c(c2c1)CCCC3)c1ccc(S(=O)(=O)N2CCCC2)cc1,2%,-1%,1,28%,-15%,-8%,-9%,-12%,?

Only part of the results is shown; rates above refer to the full screens.
